High-throughput results: PubChem, NMMLSC
Myeloid diff 2 = myeloid differentiation induction | hit rate 1% among 360,000 | AID 624256 | calls only at 10 µM | ER-HoxA9 myeloid progenitors, lysozyme-GFP differentiation, flow cytometry;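 active means normalized GFP-positive differentiation at or above the plate's own cutoff, the solvent-only control mean plus 3 SD; inconclusive means no clear call, values can overlap the other calls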;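 further: cells exposed to compound for four days before flow analysis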
Myeloid diff 2 GFP+ MAC1+ % = further read-out of Myeloid diff 2, marked with its call; GFP+ MAC1+ double positive, %; measured here: differentiation confirmed by MAC1 staining
* marks the source's active call; other numbers are inactive results; i = inactive; ? = inconclusive; . = not tested or not shown. An excerpt, so the mix of outcomes need not match the whole.

molecule | Myeloid diff 2 GFP+ MAC1+ % | Myeloid diff 2
COc1ccccc1C(=O)NCCC(=O)NC1=NCCS1 | 0.4 | i
COc1ccc2cc(C[C@@H]3CC[C@@H](CNC(N)=O)O3)ccc2c1 | 0.4 | i
NC(Cc1ccc2nsnc2c1)C(=O)O (stereo not given) | 4.7 | i
O=C(Nc1ccn(CCCNCc2ccccn2)c(=O)n1)OCc1ccccc1 | 1.2 | i
CCCN(C(=O)COC(=O)CSc1ccc(C(N)=O)cc1[N+](=O)[O-])C1CCS(=O)(=O)C1 (stereo not given) | 0.8 | i
COc1cccc(-c2ncc3ccccc3c2CO)c1 | 0.5 | i
CC(O)(c1cccc(F)c1)c1nc(-c2ccccc2)cs1 (stereo not given) | 0.8 | i
CC(=O)N1C[C@H]2CON(C)[C@H]2C[C@H]1c1ccccc1 | 1.1 | i
Cn1c(-c2ccsc2)c(-c2cccs2)c2cc(-c3ccc4cc[nH]c4c3)ccc21 | 1.5 | i
O=C(NCc1ccccc1)C1C(c2ccccc2)=Nc2ccccc2N1C(=O)c1cnccn1 (stereo not given) | 4.3 | i
O=C(/C=C/c1ccccc1Cl)NNC(=O)c1ccncc1 | 1.7 | i
O=C(CN1CCN(S(=O)(=O)c2ccc(F)cc2)CC1)NCC1(N2CCOCC2)CCCCC1 | 0.5 | i
COC(=O)[C@H]1C[C@@]2(O)CN(S(=O)(=O)c3ccc(C)cc3)C[C@@]2(OC(=O)NCc2ccc(OC)c(OC)c2)C[C@H]1C(=O)OC | 1.6 | i
C[C@@]12C(=O)N(CC3CCCO3)CC(=O)N1[C@H]1c3ccccc3OC[C@@H]1[C@@H]2c1ccccc1 (stereo not given in full) | 2.3 | i
COC(=O)c1ccc(NCc2cc(O)ccc2O)cc1O | 0.1 | i
C[C@H]1CN=C(N(C)C)N1CCc1ccccc1 | 0.3 | i
COc1ccc(S(=O)(=O)N2CCCCC2)cc1NC(=O)c1cnc(C)cn1 | 0.4 | i
O=C1c2ccccc2[C@@H]2C[C@@H](O)[C@H](Nc3cccc(C(F)(F)F)c3)CCN12 | 0.3 | i
CCOC(=O)c1ccc(C(=O)NNC(=O)C2CC=CCC2)cc1 (stereo not given) | 1.3 | i
COc1ccc(-c2csc(NC(=O)c3c(C)noc3C)n2)cc1OC | 1.4 | i
CCCn1c(SC(C)C(=O)NC2CCCC(C)C2C)n[nH]c1=O (stereo not given) | 0.7 | i
COc1ccc(C(C)(C)C)cc1NC(=O)CN1C(=O)C(=O)N(Cc2ccco2)C1=O | 1.3 | i
O=C(NCCc1ccccc1)C1Cc2c(-c3ccccc3)ccnc2O1 (stereo not given) | 1.2 | i
C[N+](C)(C)CCNC(=O)c1c[nH]c2ccccc12 | 0.2 | i
CS(=O)(=O)Nc1ccccc1C(=O)OCC(=O)NCc1cccs1 | 1.2 | i

The last four compounds of the section above open the next one:
molecule | Myeloid diff 2 GFP+ MAC1+ % | Myeloid diff 2
COc1ccc(C(C)(C)C)cc1NC(=O)CN1C(=O)C(=O)N(Cc2ccco2)C1=O | 1.3 | i
O=C(NCCc1ccccc1)C1Cc2c(-c3ccccc3)ccnc2O1 (stereo not given) | 1.2 | i
C[N+](C)(C)CCNC(=O)c1c[nH]c2ccccc12 | 0.2 | i
CS(=O)(=O)Nc1ccccc1C(=O)OCC(=O)NCc1cccs1 | 1.2 | i
O=C(COC(=O)c1ccccc1Cl)NCc1cccs1 | 0.7 | i
O=C(CN1CCN(C(=O)CNC(=O)c2ccc(-c3ccccc3)cc2)CC1)Nc1ccccc1Cl | 0.3 | i
CC(C)CC(N)c1csc(Nc2ccc(C(F)(F)F)cn2)n1 (stereo not given) | 0.4 | i
CSc1ncnc2c1ncn2CCCNCc1cccc2ccccc12 | 1.0 | i
COc1cc(OC)cc(-c2c(-c3cccs3)c3cc(-c4cnc(OC)nc4)ccc3n2C)c1 | 1.5 | i
COC(=O)[C@@]12C[C@@H](CC(=O)NCc3cccc4ccccc34)C(=O)N(Cc3ccccc3)C1=CCC(C)(C)C2 | 3.7 | i
CCC(=O)c1ccc(OCC(=O)Nc2cccc(S(=O)(=O)N(C)c3ccccc3)c2)cc1 | 0.6 | i
CCOc1ccc(-c2cc(C(=O)Nc3cc(OC)c(OC)c(OC)c3)[nH]n2)c(C)c1 | 1.6 | i
O=[N+]([O-])c1nccn1CCCCCCCCCCCN1CCOCC1 | 0.7 | i
CC(=O)Nc1ccc(NC(=O)C(C)OC(=O)c2c(C)nn(-c3ccccc3)c2Cl)cc1 (stereo not given) | 0.7 | i
CCOC(=O)[C@H]1[C@H]2COc3ccc(Cl)cc3[C@@H]2N2C(=O)c3cc(F)ccc3NC(=O)[C@@]12C | 1.2 | i
CC(NC(=O)c1ccco1)C(=O)O (stereo not given) | 1.1 | i
O=C(NCC[C@H]1CC[C@H](NS(=O)(=O)c2ccc(F)cc2)[C@@H](CO)O1)c1ccc2c(c1)OCO2 | 1.2 | i
O=C(N[C@H](CO)Cc1ccccc1)[C@H]1O[C@@H](n2ccc(=O)[nH]c2=O)[C@H](O)[C@@H]1O | 0.4 | i
CCCCC(CC)CN1CN(CC(CC)CCCC)CC(C)(N)C1 (stereo not given) | 3.1 | i
CC(C)(C)OC(=O)N1CCN(C(=O)OCC2c3ccccc3-c3ccccc32)CC1C(=O)O (stereo not given) | 0.8 | i
O=C(COC(=O)CCc1ccc(S(=O)(=O)N2CCOCC2)cc1)Nc1ccccc1OC(F)F | 0.6 | i
CCOc1ccccc1OCCCC(=O)NNC(=O)c1nn(C)c(=O)c2ccccc12 | 0.8 | i
CN(C)CC1CCC/C(=C\c2ccc(OC(=O)/C=C/c3ccc(Cl)c(Cl)c3)cc2)C1=O (stereo not given) | 0.5 | i
CSc1nc2c(c(-c3ccccc3)c1C#N)CCC2 | 1.6 | i
O=c1c2ccccc2c2ccccc2c(=O)n1Nc1ccccc1 | 0.4 | i
O=C(c1cc2ccccc2o1)N1CCN(c2ncccn2)CC1 | 1.2 | i
O=C(O)c1ccc2c(c1)[C@@H]1C=CC[C@@H]1[C@H](c1ccccn1)N2 | 0.4 | i
Cc1cccc(-c2cnc(C(O)c3ccc(F)c(C)c3)[nH]2)c1 (stereo not given) | 1.5 | i
O=C(COC(=O)CCS(=O)(=O)c1ccccc1)NNC(=O)c1ccc([N+](=O)[O-])cc1 | 1.0 | i
CC(C)[C@H](NC(=O)c1ccccc1)C(=O)OCC(=O)Nc1ncc(Cl)cc1Cl | 0.6 | i
CN(C)c1cccc(NC(=O)C2Cc3c(-c4cccnc4)ccnc3O2)c1 (stereo not given) | 3.6 | i
COc1ccc([C@H]2CC(=O)C=C(c3c(OC)cccc3OC)C2)cc1 | . | ?
COc1cccc(N2CCN(CC(=O)Nc3ccc(S(=O)(=O)N4CCCCCC4)cc3)CC2)c1 | 1.6 | i
CCCN(CC(=O)Nc1ccccc1C)C(=O)c1ccc(N2CCCC(C)C2)c([N+](=O)[O-])c1 (stereo not given) | 0.2 | i
CCOc1ccc2oc(C(=O)OCC(=O)N(CC(C)C)c3c(N)n(Cc4ccccc4)c(=O)[nH]c3=O)c(C)c2c1 | 2.1 | i
O=C(COC(=O)CC1CCCC1)Nc1cccc(F)c1 | 0.6 | i
O=S(=O)(Cc1ccccc1)CS(=O)(=O)Cc1ccccc1 | 0.5 | i
Cc1ccccc1NC(=O)Cc1nc(COC(=O)c2cccnc2Cl)cs1 | 1.0 | i
CC(OC(=O)Cc1c(F)cccc1Cl)C(=O)NC1CCCCC1C (stereo not given) | 0.7 | i
Cc1cccc(C)c1-n1nnnc1C(c1ccnc2ccccc12)N(C)Cc1ccccc1 (stereo not given) | 1.2 | i
Cc1cccc(CN2CCN(C3CN(Cc4ccc(F)cc4)S(=O)(=O)C3)CC2)c1 (stereo not given) | 0.8 | i
CC(=O)Nc1ccc(NC(=O)CN2C(=O)NC3(CCCCCCC3)C2=O)cc1 | 1.2 | i
O=C(Nc1nnc([C@@H]2C[C@H](O)[C@@H](CO)O2)s1)c1cccc(C(F)(F)F)c1 | 1.5 | i
O=C(CN1C(=O)C2CC=CCC2C1=O)Nc1ccc(F)cc1F (stereo not given) | 1.5 | i
COc1ccc(CCNC(=O)CNC(=O)N2CC(=O)Nc3ccccc32)cc1 | 0.5 | i
COc1ccc(NC(=O)c2ccc(S(=O)(=O)N(C)c3ccccc3)cc2)cc1S(=O)(=O)N1CCOCC1 | 1.1 | i
O=C(Cc1ccc(NC(=O)C2CCN(C(=O)c3ccccc3)CC2)cc1)Nc1cccc(C(=O)N2CCCCC2)c1 | 0.1 | i
CC(Oc1ccccc1)C(=O)N1CCN(S(=O)(=O)c2ccc(OC(F)(F)F)cc2)CC1 (stereo not given) | 1.0 | i
C=CCC(NC(=O)N(C)C)(C(C)=O)C(=O)OC (stereo not given) | 0.5 | i
O=[N+]([O-])c1ccc(CNCc2cc(Cl)ccc2O)cc1 | 0.8 | i
S=C(NCCCN1CCN(CCCNC(=S)NC2CCCCC2)CC1)NC1CCCCC1 | 1.2 | i
O=[N+]([O-])c1ccc(O)c(C=NN2CCCCC2)c1 | 0.9 | i
C[C@H]1COc2cc(N3CCC[C@H]3CO)ccc2S(=O)(=O)N1 | 1.6 | i
CCCN(C(=O)c1cc(Cl)nc2ccccc12)c1c(N)n(Cc2ccccc2)c(=O)[nH]c1=O | 0.5 | i

The listing continues:
molecule | Myeloid diff 2 GFP+ MAC1+ % | Myeloid diff 2
COc1cc(CNC(=O)c2cc(-c3cc(C)cc(F)c3)n[nH]2)cc(OC)c1 | 0.5 | i
CC(C)(C)C1CCC(C(=O)Nc2ccc(N3CCOCC3)cc2N2CCOCC2)CC1 (stereo not given) | 0.1 | i
CCOC(=O)C[C@H]1c2ccccc2S(=O)(=O)N1Cc1cccc(C(F)(F)F)c1 | 1.9 | i
Cc1ccc(NC(=O)c2cc(S(=O)(=O)N3CCCCC3)ccc2N2CCOCC2)c(C)c1 | 0.3 | i
COc1ccccc1C(=O)N/C(=C/c1ccc(Br)cc1)C(=O)N1CCOCC1 | 1.1 | i
O=C(COC(=O)CNC(=O)C1CCCCC1)Nc1ccc(Br)cc1Br | 0.7 | i
c1ccc2c(-c3nc4ccccc4[nH]3)cccc2c1 | . | ?
Cc1ccc(Cc2c(-c3ccccc3)nc3ccc(Cl)cn23)cc1 | 0.6 | i
C=C[C@H]1[C@H](O[C@@H]2O[C@H](CO)[C@@H](O)[C@H](O)[C@H]2O)OC=C2C(=O)OCC[C@]21O | 1.1 | i
COc1ccccc1CN(C)C[C@@H]1OCc2cnnn2CCCC(=O)N([C@H](C)CO)C[C@H]1C | 1.8 | i
CCNC(=O)C1(C)CCCN(C(=O)c2ccnc(Cl)c2)C1 (stereo not given) | 0.8 | i
CCOc1cc(N2CCOCC2)c(OCC)cc1NC(=O)C1CC(=O)N(c2ccc(C)cc2)C1 (stereo not given) | 0.9 | i
CCCc1nc2c(Cl)cc(C(F)(F)F)cn2c1Cc1ccc(OC)cc1C | 0.4 | i
CC(=O)c1nn(-c2ccc(C)cc2)cc1C(=O)c1cccc(Br)c1 | 0.9 | i
OC(c1ccc(Cl)c(F)c1)c1ncc(-c2ccccc2Cl)[nH]1 (stereo not given) | 1.3 | i
O=S(=O)(N(Cc1ccccc1)[C@H](CO)Cc1ccccc1)N(Cc1ccccc1)[C@H](CO)Cc1ccccc1 | 1.3 | i
Cc1ccc(S(=O)(=O)N2C[C@@H]3[C@H]4CC[C@H](C4)[C@@H]3[C@@H](C)C2CC(=O)c2ccccc2)cc1 (stereo not given in full) | 0.8 | i
CC(NNC(=S)N1CCCCCC1)c1ccc2ccccc2n1 (stereo not given) | . | ?
O=C(NCC(c1ccco1)N1CCCCC1)c1ccc(COc2ccc(Cl)cc2)cc1 (stereo not given) | 0.3 | i
NS(=O)(=O)c1ccc(CCNC(=O)CCNS(=O)(=O)c2ccccc2C(F)(F)F)cc1 | 1.6 | i
O=C(NCc1ccccc1CN1CCCC1)C1CCN(S(=O)(=O)c2ccc(Cl)cc2)CC1 | 0.6 | i
COc1ccc(-c2cc3ccccc3oc2=O)cc1 | 0.4 | i
c1cc2c3c(cccc3c1)NC1(CCCC1)N2 | 0.9 | i
CCOc1ccc(S(=O)(=O)N2CCOCC2)cc1NC(=O)CN1C(=O)NC(C)(c2ccc(C)cc2)C1=O (stereo not given) | 0.9 | i
CCOc1cc(N2CCOCC2)c(OCC)cc1NC(=O)C1=COCCO1 | 0.3 | i
CSCCC(NC(=O)c1ccccc1)C(=O)NCCCn1nc(C)cc1C (stereo not given) | 1.3 | i
CC1(C(=O)Nc2ccc3c(c2)OCCO3)CN(S(C)(=O)=O)CC(=O)N1CCc1ccccc1F (stereo not given) | 2.3 | i
O=C(C[C@H]1C(=O)N(Cc2cccnc2)C[C@@H]1Cc1ccccc1)Nc1ccc(Br)cc1 | 1.2 | i
CCCCCC(=O)N1C[C@H](n2cc(C3CC3)nn2)[C@@H](O)C[C@@H]1c1ccc(Cl)cc1 | 0.9 | i
C#CCN(C[C@@H]1[C@@H](OC(=O)NCCCCCC)[C@@H](OC(=O)NCCCCCC)Cn2c(=O)n(CCCCCC)c(=O)n21)S(=O)(=O)c1ccc(C)cc1 | 0.8 | i
COC(=O)[C@]12CCCCC=C1N(Cc1ccccc1)C(=O)[C@H](CC(=O)N1CCCCC1)C2 | 1.5 | i
Cc1ccc(S(=O)(=O)CC(=O)NCc2ccc(Cl)cc2)cc1 | 0.6 | i
O=C(CCNS(=O)(=O)c1ccccc1)NCCCc1ccccc1 | 1.0 | i

Sorted by formula weight (smallest number first): three of the compounds above
molecule | Myeloid diff 2 GFP+ MAC1+ % | Myeloid diff 2
O=C(CCNS(=O)(=O)c1ccccc1)NCCCc1ccccc1 | 1.0 | i
CCCCCC(=O)N1C[C@H](n2cc(C3CC3)nn2)[C@@H](O)C[C@@H]1c1ccc(Cl)cc1 | 0.9 | i
CC1(C(=O)Nc2ccc3c(c2)OCCO3)CN(S(C)(=O)=O)CC(=O)N1CCc1ccccc1F (stereo not given) | 2.3 | i
